# High-throughput results as filed in PubChem.
# CBFb RUNX1 block – CBF-beta/RUNX1 interaction disruption. 230,000 tested, under 10 active. Q01196+Q13951. AID 1477. Potency, µM (titrated, usually from 59.8 µM), for inactives: at the top dose activity, negative = inhibition, most hits filed as inhibitors. AlphaScreen CBFb-His/RUNX1-biotin binding, biochemical; note: % of control where 0% means no effect
#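 Inhibition was taken as any reduction in AlphaScreen signal from the CBF-beta–RUNX1 pair (His and biotin tags, 30 nM each), measured after compound (15 min) and bead (90 min) incubations at room temperature.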
# NPSR antagonist – antagonists of human neuropeptide S receptor cAMP signaling | Potency, µM (series often up to 38.3 µM), inactives show top-dose activity change, negative = inhibition, most hits filed as inhibitors | CHO-NPSR cells, cAMP TR-FRET, antagonist mode | 1% of 220,000 active; note: potency is the fitted concentration of half-maximal effect; % is set by controls: 0 for no effect and ±100 for the full control effect; nearly all actives have a fitted effect of over 50% in size; many of its hits are not listed in these tables
# Target sequence (Q6W5P4 whole entry, looked up): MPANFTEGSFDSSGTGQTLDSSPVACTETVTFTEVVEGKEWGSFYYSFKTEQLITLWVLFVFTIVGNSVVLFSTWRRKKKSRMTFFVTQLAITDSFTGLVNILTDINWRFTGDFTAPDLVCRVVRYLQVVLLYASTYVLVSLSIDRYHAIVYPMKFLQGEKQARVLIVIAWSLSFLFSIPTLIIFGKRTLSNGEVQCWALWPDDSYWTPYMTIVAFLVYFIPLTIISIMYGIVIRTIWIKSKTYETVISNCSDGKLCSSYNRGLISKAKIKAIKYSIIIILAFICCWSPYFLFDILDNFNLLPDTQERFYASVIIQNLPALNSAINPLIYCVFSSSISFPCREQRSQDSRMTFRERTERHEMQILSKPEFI
# aGal spleen mod – inhibits or activates alpha-galactosidase in human spleen homogenate | P06280 | human spleen homogenate, 4MU-alpha-Gal fluorescence, 40 min | Potency, µM (series often up to 80 µM), inactives show at the highest dose activity change, negative = inhibition, most hits filed as inhibitors | 0.008% of 240,000 active | AID 2107;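 note: potency is the fitted concentration of half-maximal effect; 0% = enzyme with vehicle and -100% = no enzyme basal signal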
#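 Fluorogenic readout (Ex 365/Em 440 nm) of 4-methylumbelliferone released from 1 mM 4-MU-alpha-galactoside by spleen homogenate, 40 min at 37C, pH 5.0. Data normalized to no-enzyme and enzyme controls; Hill-equation AC50 from compound titrations.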
# TRb-SRC2 inh – inhibitors of human thyroid hormone receptor beta-SRC2 interaction; TRbeta-SRC2 peptide binding, fluorescence polarization; receptor liganded with 1 µM T3; Potency, µM (doses to about 106 µM), for inactives: top-dose activity change, negative = inhibition, usual class: inhibitors; 0.065% of 280,000 active;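 note: potency is the fitted concentration of half-maximal effect; plate controls were bound peptide for no effect and peptide without receptor for full effect; nearly all actives have a fitted effect of over 50% in size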
# Target sequence (P10828 whole entry, looked up): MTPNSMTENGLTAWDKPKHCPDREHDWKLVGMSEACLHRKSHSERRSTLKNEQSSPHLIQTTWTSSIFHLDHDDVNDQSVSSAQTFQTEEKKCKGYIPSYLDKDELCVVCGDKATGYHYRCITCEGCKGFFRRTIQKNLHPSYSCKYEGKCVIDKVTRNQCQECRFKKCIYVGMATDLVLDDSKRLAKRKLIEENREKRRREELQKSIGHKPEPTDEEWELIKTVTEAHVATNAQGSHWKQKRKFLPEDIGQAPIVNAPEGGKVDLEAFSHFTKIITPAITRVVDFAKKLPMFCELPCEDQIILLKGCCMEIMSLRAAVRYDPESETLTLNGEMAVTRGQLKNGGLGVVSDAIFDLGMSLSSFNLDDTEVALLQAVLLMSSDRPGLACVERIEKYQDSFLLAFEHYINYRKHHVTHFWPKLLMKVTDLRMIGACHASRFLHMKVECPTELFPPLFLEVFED
#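 Read-out is fluorescence polarization (555 nm excitation, 632 nm emission) of a Texas Red SRC2 coactivator peptide; loss of signal reflects blocked binding to human TRb ligand-binding domain in the presence of 1 uM T3.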
# Epigenetic derep – regulators of epigenetic silencing causing reporter derepression in mouse cells; murine LDR cells, GFP reporter derepression, 30 h; Potency, µM (doses to about 53.9 µM), without a hit: top-dose GFP activation, usual class: activators; 0.2% of 280,000 active; AID 1865; note: potency is the fitted concentration of half-maximal effect; % of control where 0% means no effect; nearly all actives have a fitted effect of over 60% in size
#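 In this reporter-derepression format, murine cells bearing a silenced integrated CMV-GFP locus incubate with test compound (30 h, 37 C), then are washed and imaged; fluorescent objects of 20–120 um count as induced cells.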
# Tau fluor counter – counter-screen for tau fibril formation inhibitors; tau K18 P301L (four-repeat tau fragment) Alexa594 fluorescence, heparin fibrillization; Potency, µM (titrated, usually from 57.7 µM), inactives show at the top dose activity change, negative = decrease; 0.93% of 280,000 active; note: potency is the fitted concentration of half-maximal effect; % is set by controls: 0 for no effect and ±100 for the full control effect; nearly all actives have a fitted effect of over 55% in size
#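 Human K18 P301L tau (15 uM unlabeled plus 0.24 uM Alexa 594-labeled, final) in 100 mM sodium acetate pH 7 was mixed with compound and 20 uM heparin and incubated 6 hr at 37 C.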
# Tau FP inhib – blocks human tau fibril formation measured by polarization. P10636. K18 P301L tau heparin fibrillization, Alexa594 FP, 6 h. Potency, µM (highest dose often 57.7 µM), for inactives: at the highest dose activity, negative = inhibition, usual class: inhibitors. 0.39% of 280,000 active. AID 1468; note: potency is the fitted concentration of half-maximal effect; % is set by controls: 0 for no effect and ±100 for the full control effect; nearly all actives have a fitted effect of over 55% in size
# Target sequence (P10636 561-689 P618L limits assumed): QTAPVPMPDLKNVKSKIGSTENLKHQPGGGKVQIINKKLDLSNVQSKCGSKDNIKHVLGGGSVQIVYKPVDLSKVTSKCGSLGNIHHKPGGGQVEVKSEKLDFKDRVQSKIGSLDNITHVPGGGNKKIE
#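 Human tau K18 […] P301L fragment, 15 uM unlabeled plus 0.24 uM Alexa 594-labeled tau (final), with compound and 20 uM heparin in 100 mM sodium acetate pH 7; 6 hr at 37 C, then Alexa 594 FP read.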
# TexasRed fluor – Texas Red fluorescence interference in TRb-SRC2 counter-screen; AID 1479; Potency, µM (series often up to 106 µM), for inactives: at the highest dose fluorescence change, negative = quenching; 0.29% of 280,000 active; TRb/SRC2 Texas Red total fluorescence interference; active = well fitted curve in either direction with a large enough effect; inconclusive = small, poorly fitted or top-dose-only effect; note: potency is the fitted concentration of half-maximal effect; % is set by controls: 0 for no effect and ±100 for the full control effect
#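 Human TRβ ligand-binding domain (0.6 uM) and Texas Red SRC2 peptide (20 nM) in Tris buffer with 1 uM T3 and 5% DMSO were incubated with pinned compound for 5 hr at ambient temperature. Total fluorescence was computed as S + 2P (555/632 nm).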
# Active calls of the source: *; ? = inconclusive; nt = no result given; & = joins results of further samples; [ ] = another dose, or the depositor's remark. Unless noted, calls come from the whole dose curve; as a rule, active = well fitted curve in the direction sought with a large enough effect; inconclusive = small, poorly fitted or top-dose-only effect, or another doubt; inactive = no such curve, though single readings can be large; an effect the other way counts as inactive or inconclusive. Not all compounds are listed. The share of hits here may be higher or lower than overall.
entry | SMILES | NPSR antagonist | Epigenetic derep | TRb-SRC2 inh | CBFb RUNX1 block | Tau fluor counter | aGal spleen mod | Tau FP inhib | TexasRed fluor
1 | CC(C)SCc1cc(N2CCCC2)nc(-c2ccccc2)n1 | -47.0% | 0.0% | -2.3% | -8.5% | -12.1% | -6.4% | -11.4% | 0.5%
2 | COc1ccccc1CN=Cc1[nH]c2ccc(Br)c(Cl)c2c1O | 20.2%[46.1 µM] | 0.7% | -16.2% | -8.2% | -20.0% | 14.3% | 1.3% | -1.5%
3 | CCCCNC(=O)CSc1nc2ccccc2nc1Cc1ccccc1 | nt | -1.4% | 9.8% | nt | -10.7% | nt | -2.0% | -0.2%
4 | CCOC(=O)c1ccc(NC(=O)c2cn3c4c(ccc(Cl)c4c2=O)OC(C)C3)cc1 (stereo not given) | nt | -0.4% | -5.2% | nt | 5.4% | nt | 3.3% | -4.8%
5 | CCCC(=O)NC(c1ccc(OCC)cc1)c1ccc(OC)c(OC)c1 (stereo not given) | 2.0% | 0.1% | 1.0% | 2.2% | -6.8% | -0.7% | -2.6% | -4.8%
6 | Oc1cccc(/C=N/Nc2cc(N3CCCC3)nc(N3CCCC3)n2)c1 | -51.3% | 0.0% | -27.0% | -20.6% | 15.8µM*[quencher] | -5.2% | -1.5% | 0.5%
7 | CC1=NNC(=O)/C1=C\c1cn(-c2ccccc2)nc1-c1ccccc1 | 12.6µM* | -0.2% | -3.0% | 11.3% | -0.7% | -7.0% | 2.9% | -1.3%
8 | CCOc1cc(/C=N/NC(=O)C(=O)NCC2CCCO2)ccc1OCC(=O)N1CCOCC1 (stereo not given) | 4.4% | 1.1% | -1.2% | 11.0% | -13.4% | -5.6% | -3.0% | -6.9%
9 | O=C(c1ccc(Cn2cc([N+](=O)[O-])cn2)o1)N1N=C(C(F)F)CC1(O)C(F)F (stereo not given) | -9.4%[46.1 µM] | 0.5% | 2.4% | 6.9% | -9.8% | -4.9% | 1.7% | -0.5%
10 | O=C(CCn1c(=O)sc2ccccc21)Nc1ccon1 | 2.7% | -1.0% | -10.1% | 4.5% | 3.4% | 1.9% | -5.0% | -0.9%
11 | CCc1nonc1NC(=O)c1oc2ccccc2c1C | nt | -3.4% | -4.3% | nt | -4.9% | nt | -7.2% | 0.6%
12 | COc1ccc(CNC(=O)c2ccc3c(c2)CCN3S(=O)(=O)c2ccccc2)cc1 | nt | -0.8% | 1.6% | nt | ? | nt | -15.4% | 0.0%
13 | COc1ccc(OC)c(/C=C/C(=O)Nc2ccc3c(c2)CCC3)c1 | -21.0%[46.1 µM] | 7.9% | -0.7% | -2.4% | ? | -6.9% | ? | -7.5%
14 | CC1OC(Oc2c(-c3cc(O)c(O)c(O)c3)oc3cc(O)cc(O)c3c2=O)C(O)C(O)C1O (stereo not given) | -8.1%[7.67 µM] | 2.7% | 7.9% | 3.8% | ? | -2.2% | -7.3% | -0.8%
15 | O=C(CSc1cn(CCNC(=O)c2cccs2)c2ccccc12)NCC1CCCO1 (stereo not given) | -3.7%[46.1 µM] | 0.0% | -3.1% | 6.2% | -2.5% | 0.4% | -2.4% | -0.4%
16 | COC(=O)c1ccc2c(c1)N(CC(=O)Nc1ccc(C)c(C)c1)C(=O)c1ccccc1S2 | nt | 16.9% | -2.0% | nt | -11.4% | nt | -6.3% | 2.5%
17 | CCC1CCCCN1C(=O)CSc1nnc(-c2c[nH]c3ccccc23)o1 (stereo not given) | ? | -5.9% | 8.7% | -5.4% | ? | -0.2% | -5.4% | -0.5%
18 | CC(OC(=O)c1cccs1)C(=O)NCc1ccccc1 (stereo not given) | -3.5%[46.1 µM] | -1.1% | 0.6% | 5.9% | -0.3% | 9.5% | 0.8% | 2.0%
19 | CCOC(=O)CNC(=O)/C=C/c1ccc2c(c1)OCO2 | -0.2% | -3.8% | -4.8% | 6.6% | 9.0% | 2.8% | 2.3% | -0.9%
20 | Cc1ccc2cc3c(nc2c1)N(Cc1ccco1)CC3 | -1.3%[46.1 µM] | -0.8% | -11.0% | -2.7% | -7.7% | 16.1% | -1.2% | 0.8%
21 | Cn1cnc([N+](=O)[O-])c1Sc1ccc(Br)cc1 | 9.0% | 0.0% | -1.3% | -6.0% | -21.3% | -0.4% | -3.4% | 1.2%
22 | COc1ccc2[nH]cc(C(=O)CN3CCN(C(=O)c4ccco4)CC3)c2c1 | -5.9%[46.1 µM] | 3.6% | -0.5% | 4.8% | 2.5% | -6.5% | 2.7% | -2.9%
23 | CC(=O)OC1CC2C(C)(C)C(O)CC[C@@]2(C)C2CC[C@@]3(C)C(c4ccoc4)OC(=O)C4O[C@@]43[C@]12C (stereo not given in full) | nt | -2.4% | 1.0% | nt | -1.5% | 4.5% | -1.7% | -1.5%
24 | O=[N+]([O-])c1ccc(/C=N/n2c(-c3cccnc3)n[nH]c2=S)cc1 | ? | 1.8% | 6.4% | 0.0% | -1.2% | 10.1% | 12.4% | -5.3%
25 | COc1ccccc1-c1nnc(C2CCN(S(=O)(=O)c3ccccc3)CC2)o1 | nt | -3.0% | 5.0% | nt | -10.3% | nt | -4.8% | -3.7%
26 | CC(=O)N/C(=C/c1ccc(OS(=O)(=O)c2ccc(C)cc2)cc1)C(=O)NCCCO | -23.8% | 3.2% | -2.5% | 8.2% | -9.6% | 2.6% | -6.9% | 0.4%
27 | CCN(CC)C(=O)CSc1nnc(-c2cccnc2)n1CCc1ccccc1 | -5.1%[46.1 µM] | -0.3% | -11.7% | 7.1% | 2.7% | 9.6% | -4.0% | 1.2%
28 | COCCn1c(SCC#N)nnc1-c1ccccc1 | -0.8%[46.1 µM] | 0.0% | -4.9% | -9.7% | -5.8% | ? | 7.0% | -7.0%
29 | CCOC(=O)c1cnc2ccc(C(=O)OC)cc2c1Nc1ccccc1CC | nt | -1.3% | -2.9% | nt | -19.8% | nt | -14.5% | -1.5%
30 | CCCCC#Cc1cncc(C(=O)NN)c1 | -32.4% | 3.0% | -3.4% | 1.1% | 2.3% | 4.2% | -1.2% | 0.9%

# Values by screen from above:
# TRb-SRC2 inh for nos. 9–18 → 2.4%, -10.1%, -4.3%, 1.6%, -0.7%, 7.9%, -3.1%, -2.0%, 8.7%, 0.6%
# Tau FP inhib for nos. 9–18 → 1.7%, -5.0%, -7.2%, -15.4%, ?, -7.3%, -2.4%, -6.3%, -5.4%, 0.8%
# NPSR antagonist for nos. 9–18 → -9.4%[46.1 µM], 2.7%, nt, nt, -21.0%[46.1 µM], -8.1%[7.67 µM], -3.7%[46.1 µM], nt, ?, -3.5%[46.1 µM]

# The main list resumes, starting 2 compounds before the break.
entry | SMILES | NPSR antagonist | Epigenetic derep | TRb-SRC2 inh | CBFb RUNX1 block | Tau fluor counter | aGal spleen mod | Tau FP inhib | TexasRed fluor
29 | CCOC(=O)c1cnc2ccc(C(=O)OC)cc2c1Nc1ccccc1CC | nt | -1.3% | -2.9% | nt | -19.8% | nt | -14.5% | -1.5%
30 | CCCCC#Cc1cncc(C(=O)NN)c1 | -32.4% | 3.0% | -3.4% | 1.1% | 2.3% | 4.2% | -1.2% | 0.9%
31 | O=c1c(Cl)c(NCc2ccccc2Cl)cnn1C12CC3CC(CC(C3)C1)C2 | ? | 0.0% | 8.6% | 8.0% | -6.5% | 0.9% | 0.9% | 7.4%
32 | CC(c1nc2ccccc2c(=O)[nH]1)N1CCOCC1 (stereo not given) | 15.1% | 1.1% | 0.4% | 4.6% | -7.0% | 2.4% | -8.0% | -4.9%
33 | C/C(=N\NC(=O)c1cc(-c2cccs2)nc2ccccc12)c1ccccn1 | -31.7% | ? | -1.6% | ? | -22.8% | -0.7% | 3.1% | -4.1%
34 | O=C(COc1ccc(Br)cc1)N(Cc1ccccc1)c1ccccn1 | -20.4% | 0.0% | -2.8% | 9.8% | -7.6% | -6.4% | 5.8% | 1.6%
35 | Cc1ccc(CC(=O)c2ccc(Cl)cc2)cc1 | -0.1% | 4.8% | -0.2% | 15.8% | -2.7% | 3.8% | -0.1% | -0.9%
36 | FC(F)Oc1ccccc1NC(=S)NCc1ccco1 | 7.4% | 0.0% | -4.8% | 4.4% | -5.2% | 4.3% | 1.3% | 0.0%
37 | CCc1cc(=O)[nH]c(SCc2nc(-c3ccccc3C)no2)n1 | nt | -3.4% | 1.4% | nt | -10.0% | nt | -3.3% | 0.4%
38 | C=C1C(=O)O[C@@H]2[C@@H]1CC/C(C)=C\CC[C@@]1(C)O[C@H]21 | nt | 1.4%[16.9 µM] | -3.1% | 2.4%[21.7 µM] | nt | 3.5%[29.1 µM] | nt | -1.9%
39 | Cc1cc(N2CCCC2)ccc1/C=C1/C(=O)N(C)C(=S)N1C | -27.1% | ? | 4.3% | ? | -10.6% | 4.9% | ? | -0.5%
40 | Cn1ccnc1SCC(=O)Nc1cccc([N+](=O)[O-])c1 | -2.3% | -5.2% | -5.4% | 19.0% | -2.3% | 2.1% | 7.9% | -1.5%
41 | O=C(Nc1cccs1)Nc1ccc(F)cc1F | 15.8%[46.1 µM] | -3.0%&1.3% | 5.0%&0.9% | 0.2% | -10.8%&-24.9% | -2.8% | -9.9%&-3.6% | -2.0%&7.2%
42 | Cc1ccc(-c2ccc(C)c(N)c2C)c(C)c1N | 16.2% | -1.3% | -4.6% | -16.0% | -26.6% | -6.9% | -2.5% | -5.7%
43 | C(=N\Nc1nncn1/N=C/c1ccco1)/c1ccco1 | -16.5% | 0.1% | -1.9% | 7.6% | nt | 0.8% | nt | -2.8%
44 | Cc1ccc2[nH]c(=O)cc(C(=O)OCC(=O)c3ccccc3)c2c1 | -0.9% | -1.0% | 0.1% | 8.3% | 4.5% | 4.0% | -2.6% | -3.5%
45 | Cc1ccc(C2=NN3C(C2)c2ccccc2OC32C(=O)Nc3ccccc32)cc1 (stereo not given) | -24.2%[46.1 µM] | -1.2% | 4.5% | -1.1% | ? | -3.9% | ? | 0.3%
46 | Cc1ccc2cc(C#N)c(SCC(=O)N3CCCc4ccccc43)nc2c1C | -6.4%[46.1 µM] | 0.9% | 3.1% | 6.0% | -13.3% | 3.2% | -12.0% | -0.9%
47 | CCn1c(SCC(=O)c2ccc(C)cc2)nnc1-c1ccncc1 | -12.3%[46.1 µM] | 1.0% | -3.8% | -7.2% | -10.8% | 2.4% | -1.3% | -3.0%
